# Calpain2 inh: calpain II (pig) inhibition; AID 1236; actives 0.37% (n = 220,000); inhibition, % at 16 µM; purified calpain II, fluorogenic peptide substrate, 30 min;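 active = inhibition above about 50%, limit read from the data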
# TRPML3 ag: agonists of human TRPML3 channel. actives 0.29% (n = 220,000). AID 1448. HEK293 TRPML3-YFP, Fluo-8 calcium fluorescence; 100% = the carbachol control signal. activation, % at 3 µM;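 active = activation above its plate's cutoff, the mean activation of the plate's test wells plus 3 SD, cut at about 12% in these data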;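 note: 0% = DMSO only wells and 100% = carbachol wells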
#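 Test system: TRPML3-YFP stable HEK293 cells. Doses: single point at 3 µM. Incubation: dye loading 1 h 37 °C then 30 min ambient, 125 s read. Signal: Fluo-8 calcium dye fluorescence, ex 470-495, em 515-575 nm. Measure: percent activation from peak-to-basal fluorescence ratio, scaled between DMSO and carbachol.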
# EP2 mod: EP2 receptor (human) modulation. P43116. EP2-expressing cells, cAMP HTRF FRET, PGE2 co-stimulation. induction, % at 25 µM. actives 0.83% (n = 260,000). AID 940;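 active = compounds whose cAMP rise, as percent of the full-agonist control response, exceeds 60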;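 note: rat C6 glioma line stably carrying human EP2 under a CMV promoter; the protocol text gives 20 µM as final concentration; 100% = response of wells given 1 µM PGE2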
# S1P4 antag: human S1P4 receptor antagonism. O95977. S1P4-expressing cells, antagonist mode, reporter read-out. inhibition, % at 4.98 µM. AID 1510. actives 0.26% (n = 220,000); in the data active = inhibition above about 29%;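 note: 0% = wells stimulated with agonist and 100% = vehicle wells without agonist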
# S1P4 agonist: agonists of human S1P4 receptor; O95977; S1P4-expressing cell line, agonist reporter assay; activation, % at 4.98 µM; actives 0.35% (n = 220,000); AID 1509; in the data active = activation above about 11%;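 note: 0% = DMSO vehicle and 100% = reference agonist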
# Ba/F3 V617F tox: loss of viability in JAK2V617F-driven Ba/F3 cells | Ba/F3 EpoR-JAK2V617F viability, ATP luminescence | inhibition, % at 5.6 µM | actives 1.1% (n = 220,000) | AID 1446;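 active = inhibition above the campaign mean plus 3 SD over all tested compounds, cut at about 24% in these data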;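 note: cytokine-independent growth of Ba/F3 cells driven by EpoR plus mutant JAK2; 0% = DMSO-treated cells and 100% = JAK inhibitor I control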
# BaF3 tox: counter-screen for JAK2V617F inhibitors: parental Ba/F3 viability inhibitors. CellTiter-Glo ATP luminescence. inhibition, % at 5.6 µM. actives 1.1% (n = 220,000). AID 1486;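 active = inhibition above a per-campaign cutoff, the mean inhibition of all tested compounds plus 3 SD, cut at about 27% in these data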;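 note: 0% = DMSO wells and 100% = JAK Inhibitor I control wells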
# zfTRPN1 agonist: agonists of zebrafish TRPN1 channel. activation, % at 3 µM. HEK293 zebrafish TRPN1-YFP, Fluo-8 calcium fluorescence; 100% = response to 87 µM carbachol. AID 1424. actives 0.18% (n = 220,000);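 active = activation above its plate's cutoff, the mean activation of test wells on that plate plus 3 SD, cut at about 19% in these data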;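 note: 0% = DMSO alone and 100% = 87 µM carbachol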
#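 System: zebrafish TRPN1-YFP in HEK293 cells / Dosing: 3 µM single point / Timing: dye loading 1 h at 37 °C, then 30 min room temperature / Signal: Fluo-8 calcium fluorescence, excitation 470-495 nm, emission 515-575 nm / Read-out basis: percent activation from peak over basal fluorescence ratio, control-normalized / Control set: high carbachol 87 µM, low DMSO alone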
# PERK inhibitor: human PERK inhibition, primary cell-based screen | Q9NZJ5 | CHO PERK-DD fusion, SEAP luminescence translation reporter | inhibition, % at 5.6 µM | actives 0.17% (n = 220,000) | AID 1416;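 active = inhibition above the mean inhibition of all tested compounds plus 3 SD, set separately per screening campaign, cut at about 2.9% in these data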;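 note: PERK kinase domain activated by AP20187 dimerizer at 100 nM; 0% = DMSO with dimerizer and 100% = rapamycin at 8.4 µM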
# Target sequence (Q9NZJ5 whole entry, looked up, the tested form may be a part): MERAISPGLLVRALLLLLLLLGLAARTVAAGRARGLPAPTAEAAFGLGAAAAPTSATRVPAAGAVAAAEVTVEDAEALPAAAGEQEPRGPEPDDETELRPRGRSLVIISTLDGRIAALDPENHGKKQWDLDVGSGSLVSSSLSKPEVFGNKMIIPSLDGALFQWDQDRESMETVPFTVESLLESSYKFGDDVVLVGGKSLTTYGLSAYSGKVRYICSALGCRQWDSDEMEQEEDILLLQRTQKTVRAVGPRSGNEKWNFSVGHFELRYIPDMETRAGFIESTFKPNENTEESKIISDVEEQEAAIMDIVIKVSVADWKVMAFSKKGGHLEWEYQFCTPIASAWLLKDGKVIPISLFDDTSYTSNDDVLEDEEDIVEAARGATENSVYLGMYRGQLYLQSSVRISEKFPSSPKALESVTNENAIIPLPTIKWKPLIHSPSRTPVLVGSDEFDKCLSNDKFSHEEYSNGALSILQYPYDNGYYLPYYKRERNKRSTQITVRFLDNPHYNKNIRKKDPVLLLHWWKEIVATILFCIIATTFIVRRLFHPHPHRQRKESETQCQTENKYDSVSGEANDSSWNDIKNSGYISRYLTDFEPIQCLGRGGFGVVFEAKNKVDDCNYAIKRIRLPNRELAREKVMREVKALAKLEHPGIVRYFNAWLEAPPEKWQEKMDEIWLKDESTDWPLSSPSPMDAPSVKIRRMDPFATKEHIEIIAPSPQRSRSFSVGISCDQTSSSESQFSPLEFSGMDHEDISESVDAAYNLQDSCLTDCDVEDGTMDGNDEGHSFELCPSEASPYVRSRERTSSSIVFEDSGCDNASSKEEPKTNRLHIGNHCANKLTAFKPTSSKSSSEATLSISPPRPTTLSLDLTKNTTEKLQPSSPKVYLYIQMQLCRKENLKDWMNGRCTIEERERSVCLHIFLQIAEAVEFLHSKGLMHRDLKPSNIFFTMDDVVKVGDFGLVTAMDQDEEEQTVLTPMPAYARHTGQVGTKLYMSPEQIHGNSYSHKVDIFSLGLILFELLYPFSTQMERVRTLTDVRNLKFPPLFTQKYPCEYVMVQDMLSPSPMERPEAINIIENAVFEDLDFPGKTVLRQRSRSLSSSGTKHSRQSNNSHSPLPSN
# Active calls of the source: *; & = joins results of further samples.
SMILES,Calpain2 inh,TRPML3 ag,EP2 mod,S1P4 antag,S1P4 agonist,Ba/F3 V617F tox,BaF3 tox,zfTRPN1 agonist,PERK inhibitor
CCSC1=NCCN1C(=O)Cc1ccc(-c2ccccc2)cc1,27,0.4,-58,-8,0.0,2,3,0.1,0.3
Cc1cc(NC(=O)CN2CCN(c3ccccc3O)CC2)no1,-29,-0.2,4,-4,0.2,1,3,0.6,0.6
O=C(COC(=O)C12CC3CC(CC(C3)C1)C2)Nc1ccc([N+](=O)[O-])cc1Br,14,1.4,39,-13,-0.4,-2,2,1.1,0.7
CCCCOCCCNC(=O)c1cccc(OC)c1,-32,-0.2,6,-4,-0.4,-3,10,2.4,0.5
O=S(=O)(c1ccc(N2CCCC2)nc1)N1CCOCC1,-32,0.5,-4,-10,1.5,6,9,0.9,-0.2
C/C(=N\NC(=O)c1ccc(CSc2nncn2C)cc1)c1ccc(C#N)cc1,6,0.8,2,-8,3.4,3,3,-0.1,-0.1
CCN(CCCCCN(C)C)Cc1cc2ccccc2o1,15,0.8,-96&-63,-10,-0.7,4,11,0.1,2.0
O=C(O)C1CCCCC1C(=O)Nc1ccc(F)c(F)c1 (configuration not stated),-2,1.3,10,-9,8.6,0,4,0.4,0.2
COc1ccc(C(=O)NCC(=O)OCC(=O)c2cc(OC)c(OC)c(OC)c2)cc1OC,2,0.9,-30,-11,-1.0,-2,7,0.7,1.1
COc1ccccc1NS(=O)(=O)c1cccc(C(=O)N/N=C(\C)c2ccc3c(c2)OCCO3)c1,-2,1.1,-64,-5,-0.4,-1,4,0.2,-0.7
c1ccc(-c2ccc(C3=Nn4c(nnc4-c4cccs4)SC3)cc2)cc1,-7,0.2,58,-6,1.2,-1,2,0.1,0.3
COc1cc(S(=O)(=O)Nc2ccc(C)cc2)ccc1NC(=O)c1ccncc1,15,0.8,-5,-13,-0.1,-1,9,1.2,-0.7
CC(=C/c1ccccc1)/C=N/n1c(-c2ccco2)n[nH]c1=S,-5,-0.8,6,-14,0.7,-3,3,-1.9,1.9
CC(=O)Nc1c(O)[nH]c2ccccc12,-15,0.1,14,-1,-2.5,-4,1,0.3,0.7
CCc1nc(N2CCC3(CC2)OCCO3)c2nnn(Cc3ccccc3)c2n1,37,-0.8,15,4,-2.0,4,10,-2.0,-0.2
COc1ccc2c(-c3ccccc3)cc3nnnn3c2c1,-30,0.8,42,-23,0.1,-1,1,0.3,0.7
O=C(Cc1ccc([N+](=O)[O-])cc1)N1CCCCCC1,4,-0.1,10,3,-0.4,1,10,0.2,0.7
Cc1ccc2nc3c(cc(C(=O)NCC4CCCO4)c(=N)n3CCCOC(C)C)c(=O)n2c1 (configuration not stated),-366,0.5,-4,-21,7.0,0,7,0.2,-0.5
O=C(CC(c1ccccc1)c1cc(Cl)ccc1O)NCCN1CCOCC1 (configuration not stated),-6,-1.0,12,6,-2.0,-4,-7,-2.4,1.6
CCOC(=O)c1ccc(NC(=O)CCOc2ccccc2)cc1,-32,0.2,-11,-18,-0.6,-2,5,-1.6,0.1
CCOC(=O)C1=C(C)NC2=C(C(=O)C(C(=O)OCC)C(c3ccccc3OC)C2)C1c1ccccn1 (configuration not stated),-354,-0.7,-8,-14,-2.1,7,6,0.6,-1.1
COc1ccc(NC(=O)CNc2ccc(C#N)cc2)cc1,13,-0.5,-26,-6,-0.1,-4,-3,-1.2,-0.3
CCOc1cc(/C=N/Nc2nc(-c3cccc(S(=O)(=O)N4CCCC4)c3)cs2)ccc1O,-55,-0.3,7,1,0.7,-1,6,1.0,0.2
O=C(NCc1ccc2c(c1)OCO2)c1n[nH]c(=O)c2ccccc12,-13,0.7,20,-33,1.5,1,8,0.1,1.5
C=CCn1c(SCC(=O)OCC)nc(C(F)(F)F)cc1=O,-15,0.8,48,-1,0.8,-1,-1,0.2,1.4
CS(=O)(=O)c1ccc(S(=O)CC(=O)OCc2ccccc2)c([N+](=O)[O-])c1 (configuration not stated),-5,0.8,-95,29,-3.4,43*,-5,2.0,1.3
Cc1nn(-c2ccccc2)c(Cl)c1C(=O)N1CCN(c2ncnc3c2cnn3-c2ccccc2)CC1,-43,0.7,-43,7,-1.3,-2,0,2.4,-0.6
CCC(c1nnnn1CCOC)N(Cc1cc2cc(C)c(C)cc2[nH]c1=O)CC1CCCO1 (configuration not stated),-39,0.5,17,-6,0.4,-1,5,-0.6,-1.1
Cc1ccc(C(=O)Nc2nnn(C)n2)cc1,12,0.5,5,-21,0.4,-4,3,0.1,0.6
COc1cccc(C(=O)N2CCN(C(=O)c3cccc4ccccc34)CC2)c1OC,-13,1.0,32,12,-3.4,5,8,-0.6,-0.6
COc1cccc(-n2nnnc2SCC(=O)c2cc(OC)ccc2OC)c1,-42,-0.1,21&-12,-4,0.2,-4,-1,-1.8,1.2
CCOC(=O)CN1C(=O)C(O)=C(C(C)=O)C1c1ccccc1 (configuration not stated),-2,0.9,29,-21,0.2,-4,1,0.5,0.9
COc1ccc(C(c2sc3nc(C)nn3c2O)N2CCC3(CC2)OCCO3)cc1 (configuration not stated),-4,0.0,10,3,-0.2,1,0,1.0,-0.2
O=C(c1ccc(-c2ccccc2)cc1)c1ccccc1C(=O)N1CCOCC1,-2,0.1,-28,-12,-3.5,-3,2,0.0,-0.3
COc1ccc(C(=O)N(c2ccc(OC)cc2)S(=O)(=O)c2cccs2)cc1,12,-0.8,22,-9,-0.5,-1,4,0.2,-0.7
CN(C)/C=C1\C(=O)ON=C1c1ccccc1,20,0.7,7,-19,1.3,3,4,1.3,0.0
CCOc1ccc(CC(=O)NNC(=O)/C=C/C(=O)O)cc1,-18,0.3,7,4,0.7,1,1,-1.4,0.9
CCOC(=O)c1cc(C(=O)Nc2cccc(C)c2)nn1C,-13,0.1,5,12,-3.0,-1,2,-0.9,0.2
Cc1nn2c(Nc3ccccc3)c3c(nc2c1-c1ccccc1)CCC3,-134,1.1,25,-21,0.3,0,3,-0.1,0.1
CC(C)CN(CCCNC(=O)CC1Oc2ccccc2NC1=O)CC(C)C (configuration not stated),21,0.1,10,1,-0.6,6,2,-0.4,-1.7
N/C(=N\OC(=O)CC(c1ccccc1)c1ccccc1)c1cccnc1,-6,-0.7,4,-3,-0.1,1,6,-3.4,0.2
COC(=O)c1cc2n(n1)CCN(Cc1ccc(C)cc1)C2=O,-3,0.1,3,-5,-0.7,-1,2,-0.1,0.4
O=C(COC(=O)c1ccco1)NCc1ccco1,-20,0.4,31,-4,0.9,-1,5,1.5,0.5
O=C(CN1C(=O)NC2NC(=O)NC21)N/N=C/c1ccccc1O (configuration not stated),-319,1.6,32,-5,-1.9,0,4,-0.7,1.9
S=C(NCc1cccs1)Nc1ccccc1,27,0.7,-18,-21,2.5,2,7,0.9,-0.6
CC(C)(C)NC(=O)CC(CC(=O)O)c1ccccc1 (configuration not stated),-20,0.8,16,0,2.1,-3,-1,0.3,0.2
CN(C)S(=O)(=O)c1ccc(N2CCOCC2)c(C(=O)O)c1,3,0.7,9,5,0.0,-1,2,-0.9,0.8
COCCn1c(Cc2ccccc2)nnc1SCc1nc2ccccc2c(=O)[nH]1,-8,0.4,34,14,-2.2,-5,-4,-0.7,0.9
O=C(OCCN1C(=O)c2cccc3c(N4CCOCC4)ccc(c23)C1=O)c1ccc(Cl)cc1,-68,6.6,-6,-8,-0.3,-2,4,12,0.8
O=C(N/N=C/C1CC=CCC1)c1ccc(Cl)cc1O (configuration not stated),-9,1.6,6,-16,2.0,2,5,6.4,-0.3
COc1cc(C(=O)NCCC(=O)NCCc2ccc(Cl)cc2)cc(OC)c1OC,1,-0.2,11,-7,0.9,-1,2,0.1,0.2
COc1ccc(C(=O)Cc2nnc(C)s2)cc1,6,1.1,18,3,0.4,-3,-1,0.9,0.1
N#CCC(=O)N/N=C/c1ccc(OS(=O)(=O)c2ccccc2)cc1,11,0.6,4,-20,-4.2,-2,8,0.5,0.8
O=C(COC(=O)C1CCC(=O)N1)Nc1ccc(Br)cc1 (configuration not stated),-1,0.8,1,-15,2.4,-1,7,2.7,1.4
Cc1nn(CC(=O)NC(C)c2ccccc2)c(=O)c2ccccc12 (configuration not stated),-8,0.0,15,0,-0.6,-6,-2,-0.2,-0.1
COc1ccc(OCC(O)CNC(=O)c2ccc(OC)cc2)cc1 (configuration not stated),-21,0.1,10,-6,0.0,-1,5,0.0,1.7
CC(=O)Nc1ccc(N2CCCCC2)c(C(=O)Nc2cccc(C)c2)c1,-22,-1.3,62*,-17,1.1,-1,6,-3.5,-0.5
O=C(CC1C(=O)NCCN1C/C=C/c1ccccc1)NCCCC1CCCC1 (configuration not stated),-32,0.3,40,-4,0.8,-1,1,-1.2,-0.6
C=CCOc1ccc(C=Nc2ccc(Cl)cc2)c(O)c1,1,0.4,33,0,0.4,-1,7,1.7,1.8
CC(C)c1ccc(C(=O)CSc2n[nH]c(-c3ccncc3)n2)cc1,4,0.4,20,1,-0.1,5,6,0.5,-0.1

# Sorted by value in Calpain2 inh (largest number first): some entries from above.
Molecule	Calpain2 inh
COc1cc(C(=O)NCCC(=O)NCCc2ccc(Cl)cc2)cc(OC)c1OC	1
O=C(CC(c1ccccc1)c1cc(Cl)ccc1O)NCCN1CCOCC1 (configuration not stated)	-6
O=C(OCCN1C(=O)c2cccc3c(N4CCOCC4)ccc(c23)C1=O)c1ccc(Cl)cc1	-68

# Molecules above containing fluorine (two):
SMILES,Calpain2 inh,TRPML3 ag,EP2 mod,S1P4 antag,S1P4 agonist,Ba/F3 V617F tox,BaF3 tox,zfTRPN1 agonist,PERK inhibitor
O=C(O)C1CCCCC1C(=O)Nc1ccc(F)c(F)c1 (configuration not stated),-2,1.3,10,-9,8.6,0,4,0.4,0.2
C=CCn1c(SCC(=O)OCC)nc(C(F)(F)F)cc1=O,-15,0.8,48,-1,0.8,-1,-1,0.2,1.4

# (further entries)
SMILES,Calpain2 inh,TRPML3 ag,EP2 mod,S1P4 antag,S1P4 agonist,Ba/F3 V617F tox,BaF3 tox,zfTRPN1 agonist,PERK inhibitor
COc1ccc(CNC(=O)c2cc(-c3ccc(OC)c(OC)c3)on2)cc1,-33,-0.4,-19,-15,0.3,5,4,0.1,-1.0
Cc1cccc(N2CN(Cc3cccnc3)CNC2=S)c1,-8,1.0,8,-1,0.2,-1,-1,0.8,0.3
CC1(C)CC(=O)C=C(N2CCOCC2)C1,-10,1.3,47,-25,1.1,-2,-2,0.2,1.3
CCN1C(=O)CC(Sc2ccccc2N)C1=O (configuration not stated),34,0.7,1,-30,0.0,-2,5,-0.1,-0.6
COc1ccc2oc(=N)c(C(=O)Nc3ccccc3)cc2c1,-27,0.7,16&-29,12,1.1,2,4,0.1,1.8
Cc1nn(C)c(C(=O)N2CCOCC2)c1Cl,-2,1.0,6,-21,0.2,2,6,0.4,1.1
COC(=O)c1nnn(CC(=O)Nc2cc(Cl)ccc2C)c1C(=O)OC,-39,1.2,16,3,0.7,-1,6,-0.2,1.4
Nc1nc(C(=O)N2CCOCC2)nn1S(=O)(=O)c1ccccc1,-1,1.0,-2,0,-0.4,-5,5,2.2,0.9
CCOC(=O)C(=CNc1cc(C)nn1-c1ccc(Cl)cc1)C(=O)OCC,-40,-1.1,17,5,-3.3,14,3,-1.7,-1.0
Cc1ccc(NC(=O)COC(=O)C2CC3C=CC2C3)cc1S(=O)(=O)N1CCCCC1 (configuration not stated),42,1.5,5,-31,0.6,3,3,6.2,0.5

# High-throughput results deposited in PubChem by several laboratories.

# Rows were taken by chance, and some 3.6% of all compounds hit somewhere here.
